Bioassay records (PubChem BioAssay)
D3 antag – qHTS of D3 Dopamine Receptor Antagonist: qHTS; D3R cells, DiscoveRx beta-arrestin luminescence, antagonist mode; active compounds read low; max response, negative = inhibition, %; 2.5% of 360,000 active; in the data active = max response below about -50%; inconclusive = no clear call, values can overlap the other calls; note: % is set by controls: 0 for no effect and ±100 for the full control effect; mostly tested at two doses, the higher about 12 µM
Target sequence (P35462 whole entry, looked up): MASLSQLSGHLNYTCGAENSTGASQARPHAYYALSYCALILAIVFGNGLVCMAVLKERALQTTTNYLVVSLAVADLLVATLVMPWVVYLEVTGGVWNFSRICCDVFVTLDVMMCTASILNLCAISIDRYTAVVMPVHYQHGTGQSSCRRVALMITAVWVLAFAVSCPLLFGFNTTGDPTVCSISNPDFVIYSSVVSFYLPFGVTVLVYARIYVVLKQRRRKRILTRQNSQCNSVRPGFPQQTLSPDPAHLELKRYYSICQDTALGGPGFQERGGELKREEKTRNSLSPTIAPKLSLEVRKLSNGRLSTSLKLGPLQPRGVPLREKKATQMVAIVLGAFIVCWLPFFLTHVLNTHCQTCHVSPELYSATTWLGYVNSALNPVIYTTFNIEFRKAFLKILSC
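Cells plated overnight at 1500 cells/well, then exposed to library compounds with dopamine controls for 90 minutes at 37 degrees C. DiscoveRx reagent added for 30–60 minutes at room temperature; luminescence read, quantitative HTS format.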
GLP-1R agonist – qHTS of GLP-1 Receptor Agonists; HEK293 GLP-1R CRE-luciferase, luminescence, 4-6 h; cells express a hypersensitive GLP-1R form; AID 624172, 2012; Potency, µM (highest dose often 45.6 µM), without a hit: at the top dose activation, hits mostly activators; Glucagon-like peptide 1 receptor (Homo sapiens), P43220; 0.007% of 380,000 active; note: potency is the fitted concentration of half-maximal effect; % of control where 0% means no effect
Target sequence (P43220 whole entry, looked up): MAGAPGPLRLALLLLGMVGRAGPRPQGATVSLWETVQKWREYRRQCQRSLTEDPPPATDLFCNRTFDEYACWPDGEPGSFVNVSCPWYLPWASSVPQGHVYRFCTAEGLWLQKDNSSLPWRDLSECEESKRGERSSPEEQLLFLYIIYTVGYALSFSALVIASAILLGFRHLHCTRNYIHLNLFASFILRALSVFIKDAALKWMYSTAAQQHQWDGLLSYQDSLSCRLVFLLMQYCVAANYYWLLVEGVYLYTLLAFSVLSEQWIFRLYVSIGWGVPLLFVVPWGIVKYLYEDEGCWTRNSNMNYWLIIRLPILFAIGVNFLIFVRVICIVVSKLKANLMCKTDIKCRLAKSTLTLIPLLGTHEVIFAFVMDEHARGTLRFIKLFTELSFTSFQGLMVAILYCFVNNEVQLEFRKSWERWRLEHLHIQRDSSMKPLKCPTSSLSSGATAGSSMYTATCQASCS
TDP-43 yeast inh – qHTS of TDP-43 Inhibitors. TDP-43 expressing yeast growth rescue, BacTiter-Glo, 24 h. Potency, µM (top dose mostly 46.1 µM), for the others: at the highest dose growth rescue (activation), hits mostly activators. 1.8% of 410,000 active. AID 652104, 2013; note: potency is the fitted concentration of half-maximal effect; % of control where 0% means no effect; nearly all actives have a fitted effect of over 50% in size
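Luminescence from BacTiter-Glo reports growth of TDP-43-expressing yeast after 24 hr at 30 deg C with compound. Cells were raffinose-pregrown to mid-log, then seeded in galactose medium at OD600=0.02.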
Abeta yeast res – qHTS for compounds that reverse cellular toxicity of Amyloid beta (A-beta) peptide in yeast: Primary Screen; yeast expressing A-beta42, growth rescue, OD600, 48 h; response scale: 0% DMSO, 100% iron-clioquinol control; Potency, µM (top dose mostly 46.1 µM), for inactives: at the top dose growth rescue, hits mostly activators; 0.063% of 410,000 active; AID 1347071, 2019; note: potency is the fitted concentration of half-maximal effect; nearly all actives have a fitted effect of over 55% in size
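Yeast A-beta toxicity model in growth medium with pinned compounds, 48 h at 30 C; growth read as absorbance at 600 nm. Normalized to FeCl3/clioquinol equimolar mix (positive) and DMSO (negative).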
GLP1R inv ag – qHTS of GLP-1 Receptor Inverse Agonists (Inhibition Mode); Glucagon-like peptide 1 receptor (Homo sapiens), P43220; HEK293 GLP-1R CRE-luciferase, luminescence, 24 h; GLP-1R form is constitutively active; Potency, µM (highest dose often 38.3 µM), for inactives: at the highest dose activity change, negative = inhibition, actives largely listed as inhibitors; 1.6% of 410,000 active; note: potency is the fitted concentration of half-maximal effect; % is set by controls: 0 for no effect and ±100 for the full control effect; nearly all actives have a fitted effect of over 55% in size
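Constitutively active GLP-1R drives a cAMP-responsive luciferase in stably transfected HEK293 cells; test compounds are added after overnight (12 h) attachment and left 24 hr, and signal loss in luminescence marks inhibition.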
PTHR1 agonist – qHTS for PTHR1 Agonists: Primary Screen; Potency, µM (doses to about 115 µM), for inactives: top-dose activation, most hits filed as activators; Parathyroid hormone/parathyroid hormone-related peptide receptor (Homo sapiens), Q03431; 0.075% of 410,000 active; HEK293 GP2 PTHR1 cells, GloSensor cAMP luminescence, 1 h; AID 743266, 2014; note: potency is the fitted concentration of half-maximal effect; nearly all actives have a fitted effect of over 55% in size; some results filed as inactive show a strong effect at the top dose; inactives centre near -15; many of its hits are not listed in these tables
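HEK-293-derived GP2 cells expressing PTHR1 and a GloSensor cAMP reporter, 3,000/well, plated overnight, given luciferin plus IBMX (each 0.5 mM as added) for 1 h at 37 °C, then compound for 1 h at 37 °C. Luminescence was read after 15 min at room temperature.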
FUS yeast rescue – qHTS for Suppressors of FUS Proteinopathy: Primary screen using FUS-linked yeast assay; Potency, µM (titrated, usually from 76.6 µM), for inactives: at the top dose growth rescue (activation), actives largely listed as activators; 0.24% of 390,000 active; S. cerevisiae FUS-expressing, growth rescue, OD600, 24 h;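 note: potency is the fitted concentration of half-maximal effect; plate controls were DMSO vehicle for no effect and reference control for full effect; nearly all actives have a fitted effect of over 55% in size; some results filed as inactive show a strong effect at the top dose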
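Yeast expressing FUS under galactose induction, OD 0.005 in 2% galactose medium; compounds in a dilution series, 24 h at 30C. Growth rescue by absorbance at 600 nm; CP55940 positive control, DMSO negative.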
aSyn yeast inh – qHTS of alpha-syn Inhibitors; Potency, µM (top dose mostly 46.1 µM), for inactives: top-dose growth rescue (activation), most hits filed as activators; 0.14% of 370,000 active; Yeast expressing alpha-synuclein, growth rescue, BacTiter-Glo, 24 h; note: potency is the fitted concentration of half-maximal effect; % of control where 0% means no effect; nearly all actives have a fitted effect of over 65% in size
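Screening used galactose-induced yeast with toxic alpha-synuclein levels, exposed to compound for 24 hr at 30 deg C. Cell growth, read with BacTiter-Glo luminescence, gave the measured signal.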
pAkt inh – HTS Assay for Inhibitors of Akt Phophorylation: Primary Screen. Neuro2A IGF-stimulated pAkt S473 HTRF, 20 min; active compounds read low. activity change, % for hits at 50 µM. 0.32% of 360,000 active. AID 651550, 2012; in the data active = activity change below about -80%; inconclusive = mostly about -51% to -80%; note: % is set by controls: 0 for no effect and ±100 for the full control effect
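Neuro2A cells in DMEM with 0.5% FBS, overnight at 37 deg C, given compound at single 50 µM final, then IGF (6 nM final) for 20 min at 37 deg C. Lysed; phospho-Akt Ser473 by HTRF after 24 h, 665/615 ratio.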
* = called active by the depositor; i = inactive; ? = inconclusive; . = not tested or not shown; [ ] = dose if it differs, or a comment. Unless noted, calls come from the whole dose curve; as a rule, active = well fitted curve in the direction sought with a large enough effect; inconclusive = small, poorly fitted or top-dose-only effect, or another doubt; inactive = no such curve, though single readings can be large; an effect the other way counts as inactive or inconclusive.

SMILES	D3 antag	GLP-1R agonist	TDP-43 yeast inh	Abeta yeast res	GLP1R inv ag	PTHR1 agonist	FUS yeast rescue	aSyn yeast inh	pAkt inh
Cc1cc(C)nc(SCC(=O)N/N=C/c2cccc([N+](=O)[O-])c2)n1	11	7%	9%	-4%	-1%	-10%	19%	10%	i
O=C(Nc1ccc(C(=O)O)cc1)Nc1cccc2ccccc12	1	-4%	4%	-3%	?	-12%	13%	1%	i
CNc1nc(Nc2ccc(C(=O)OC)cc2)c2sccc2n1	-22	1%	21%	-19%	18%	i	-21%	-6%	i
O=C(Cn1cnc2ccccc2c1=O)NCCC(=O)N1CCN(c2ccccc2)CC1	?	-15%	10%	-8%	0%	-25%[57.5 µM]	17%	-1%	i
CC(C)c1ccc(S(=O)(=O)N2CCC3(CC2)OCCO3)cc1	-22	0%	-5%	18%	-7%	-24%	6%	-14%	i
Cc1ccc(CC(=O)NCCS(=O)c2ccc(C)cc2)cc1 (stereo unspecified)	-6	1%	-10%	5%	12%	i	7%	-9%	i
CCCCN(CC)CCNc1ncnc2onc(-c3ccc(Cl)cc3)c12	.	0%	12%	0%	-1%	i	-27%	.	.
CCN(CC)c1ccc(/C=N/Nc2nn[nH]n2)cc1	7	-2%	?	5%	3%	-20%	10%	9%	i
COc1ccc(-n2c(=O)cc(N3CC(C)OC(C)C3)[nH]c2=O)cc1 (stereo unspecified)	-17	-1%	6%	0%	20%	i	.	-3%	i
CCSc1nnc(-c2ccc(Cl)cc2Cl)o1	-10	22%	4%	5%	0%	-24%	1%	4%	i
O=C1c2ccccc2-c2nnc(-c3ccccc3)cc21	-27	-2%	-21%	-35%	1%	-6%[57.5 µM]	21%	-10%	i
Cc1ccc(/C=N/NC(=O)c2nnn(-c3nonc3N)c2CN(C)C2CCCCC2)cc1	19	-5%	22%	5%	8%	i	-8%	1%	i
Cc1c(C(=O)N2CCCC2)c(S(=O)(=O)Nc2ccccc2Cl)c(C)n1C	7	5%	-5%	1%	-2%	i	-16%	-2%	i
O=C(Cn1nnc2sc3c(c2c1=O)CCCC3)Nc1ccc(F)c(Cl)c1	.	.	6%	-25%	?	-50%[inhibitor]	3%	.	.
COC(=O)c1cc(CSc2nc3ccccc3[nH]2)oc1C	7	-4%	3%	5%	0%	-38%[inhibitor]	.	-12%	i
O=C(COc1ccc(-c2nnco2)cc1)Nc1c(F)cccc1F	-15	9%	17%	-5%	27%	i	-14%	-1%	i
CC(=O)N(Cc1cccnc1)c1cccc(-c2nc3ccccc3s2)c1	-9	25%	18%	-10%	91%[activator]	-46%[inhibitor]	5%	-10%	i
Cc1ccc(S(=O)(=O)N(CCCO)Cc2cc3c(C)ccc(C)c3[nH]c2=O)cc1	9	1%	-10%	0%	7%	-4%	11%	7%	i
CSc1nc2ccccc2cc1/C=C(\C#N)c1ccccc1	18	-8%	4%	19%	-38%	i	-10%	0%	i
O=C(Nc1ccc(Cl)cc1)c1cnn2c1NC(c1ccccc1)=CC2c1ccccc1 (stereo unspecified)	.	.	14%[9.22 µM]	23%	?	-14%	38%	.	.
CCS(=O)(=O)C1C(=O)N(C)C(S(=O)(=O)CC)C(=O)N1C (stereo unspecified)	-10	4%	-1%	4%	4%	i	-15%	-1%	i
CCOC(=O)c1[nH]cnc1C(=O)Nc1ccccc1OC	1	0%	12%	-15%	6%[0.307 µM]	i	6%	4%	i
Cc1cccc(CN2CCC(CNC(=O)c3c(C)oc4ncnc(N5CCCCC5)c34)CC2)c1	.	.	13%	-14%	-16%	i	6%	.	.
Cc1ccccc1N1Cc2ccccc2C1	-2	13%	3%	17%	0%	-34%[inhibitor]	17%	-6%	i
Cc1ccc(Nc2c(-c3ccc(N(C)C)cc3)nc3nc[nH]n23)cc1	.	.	-27%	-14%	1%	i	6%	.	.
SMILES	D3 antag	GLP-1R agonist	TDP-43 yeast inh	Abeta yeast res	GLP1R inv ag	PTHR1 agonist	FUS yeast rescue	aSyn yeast inh	pAkt inh
COc1ccc(S(=O)(=O)NCC2CCC(C(=O)NCC(OC)OC)CC2)cc1 (stereo unspecified)	8	7%	10%	-6%	-8%	i	12%	3%	i
Cc1ccc2ncccc2c1NC(=S)NC(=O)c1ccccc1	-10	0%	5%	-3%	-6%	-14%	19%	13%	i
O=C(OCc1nc2ccccc2s1)c1ccc(Br)o1	1	19%	-13%	15%	12%	-19%	20%	13%	i
CCOC(=O)C1(Cc2ccccc2)CCN(Cc2cn[nH]c2-c2ccccc2)CC1	8	3%	3%	1%	?	-24%	4%	4%	i
CC(=O)Nc1ccc(Sc2ccccc2C(=O)O)cc1	-8	1%	0%	-6%	0%	-15%	25%	1%	i
CCOC(=O)Cc1nc(-c2ccc(Cl)cc2)n[nH]1	12	2%	-25%	-7%	-7%	-16%	-4%	6%	i
CC(C)(C)NC(=O)NC(=O)CN1CCN(C(c2ccccc2)c2ccccc2)CC1	-6	-1%	-24%	-2%	5µM*	-34%[inhibitor]	9%	0%	i
CC(OC(=O)c1cccc(S(=O)(=O)N2CCN(C)CC2)c1)C(=O)Nc1ccc(C(N)=O)cc1 (stereo unspecified)	-19	-20%	10%	-11%	0%	13%	.	-14%	i
COc1cc(OC)c(C(=O)Nc2cc(S(=O)(=O)N3CCOCC3)ccc2N2CCOCC2)cc1OC	-6	-5%	-8%	-3%	15%	i	-12%	1%	i
CC1CCc2c(sc3nc(C4CC4)nc(N4CCN(C(=O)c5ccco5)CC4)c23)C1 (stereo unspecified)	24	-4%	-60%[inhibitor]	-92%[inhibitor]	5.6µM*	-34%[inhibitor]	40%	-21%	i
Cc1ccc(C(O)c2ncc(-c3cccc(C(F)(F)F)c3)[nH]2)cc1 (stereo unspecified)	-17	-2%	22%	-4%	-7%	-1%	-13%	16%	i
COc1cccc(CNC(=S)Nc2ccc3c(c2)c(=O)n(C)n3Cc2ccccc2)c1	-18	20%	?	-3%	22%	-1%	3%	-1%	i
CN(CC(=O)Nc1ccccc1Cl)C(=O)CN1C(=O)C2CC=CCC2C1=O (stereo unspecified)	4	1%	1%	0%	-15%	?	-14%	-4%[1.84 µM]	i
CNc1nc(C)nc(-c2ccccc2O)n1	3	13%	?	0%	88%[activator]	i	0%	6%	i
CS(=O)(=O)N(CC(=O)N/N=C/c1cc2c(cc1Br)OCO2)c1ccccc1Br	3	?	17%	4%	-6%	-20%	.	-18%	i
COc1ccccc1Nc1nc(N)nc(CN2CC(C)CC(C)C2)n1 (stereo unspecified)	2	7%	-14%	15%	-4%[0.307 µM]	-13%	1%	0%	i
O=C(COc1ccc(Cl)cc1)NCc1cn2cc(Cl)ccc2n1	-2	4%	-23%	-16%	7%	-74%[inhibitor]	5%	8%	i
Nc1ccccc1/C=N\N=C/c1ccccc1N	-11	14%	-1%	5%	?	i	19%	3%	i
COc1cc(O)cc2occ(-c3ccc(O)cc3)c(=O)c12	-16	?	6%	-24%	2%	-29%	-7%	-4%	i

The list is partial. The share of hits here may be higher or lower than overall.
